HCV core dimer – HCV core protein dimerization inhibition; TR-FRET GST/Flag-core106 dimerization, 1536-well; inhibition, % at 5 µM; actives 0.33% (n = 300,000);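 active means inhibition above the mean of all tested compounds plus 3 SD, set per screening campaign, cut at about 45% in these data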
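Assay system: tagged HCV core106 pair (GST and Flag); medium: KF-containing HEPES buffer, pH 7.45, DTT, CHAPS, BSA; also added: Eu donor and XL665 acceptor anti-tag antibodies; dosing: 5 µM single dose; timing: compound-protein-antibody incubation 4 h at 22.5 °C; signal: TR-FRET 671 and 617 nm emission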
CTSL1 counter – blocks F. hepatica cathepsin L1 in PFM18AAP counter-screen | recombinant F. hepatica cathepsin L1, Z-Leu-Arg-MCA fluorescence | inhibition, % at 5.96 µM | actives 0.49% (n = 300,000);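 active means inhibition above the mean of all tested compounds plus 3 SD, set per screening campaign, cut at about 17% in these data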;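 further: 0% = plate median of test compound wells and 100% = 1 µM Z-Phe-Ala-diazomethylketone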
ZTA counter – ZTA (EBV) inhibition in EBNA-1 counter-screen; inhibition, % at 11 µM; ZTA-DNA binding, fluorescence polarization; AID 2234; P03206; actives 0.15% (n = 320,000); in the data active means inhibition above about 33%
PP5 inh – inhibitors of human protein phosphatase 5 (PP5) | P53041 | purified PP5c, OMFP substrate fluorescence | inhibition, % at 6.7 µM | actives 0.18% (n = 320,000) | AID 1987;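 active means inhibition above the campaign's mean inhibition across all tested compounds plus 3 SD, cut at about 9.5% in these data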;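 further: 0% = DMSO only and 100% = 100 µM cantharidin control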
EBNA-1 inh – blocks EBNA-1 binding to DNA; EBNA-1 DNA binding, fluorescence polarization; inhibition, % at 14.8 µM; actives 0.34% (n = 300,000); AID 1950; in the data active means inhibition above about 28%
TPT1 inhibitor – inhibitors of Candida albicans tRNA 2'-phosphotransferase TPT1; recombinant caTPT1, FP RNA substrate dephosphorylation; inhibition, % at 5 µM; actives 0.81% (n = 300,000);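 active means inhibition above the mean of all tested compounds plus 3 SD, set per screening campaign, cut at about 24% in these data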;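 further: plate controls were DMSO alone for no effect and ferristatin control at 100 nM for full effect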
GASC-1 inh – human JMJD2C demethylase inhibition; Q9H3R0; inhibition, % at 2.35 µM; AID 2099; GST-JMJD2C(1-420) H3K9me3 demethylation, DELFIA europium; actives 0.069% (n = 330,000);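 active means more than half of a compound's replicate wells show inhibition beyond 50%, single wells judged on their own value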;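 further: signal counts dimethyl H3K9 product captured on neutravidin plate; 0% = median of DMSO wells and 100% = 0.3 times that DMSO median; strong numbers were not always called active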
CR mimetic SO – caloric restriction mimetics inhibiting age-related superoxide in yeast | S. cerevisiae aged cells, superoxide DHE fluorescence; hits give low values | superoxide response (% of plate mean), % at 10 µM | actives 0.18% (n = 330,000) | AID 2690;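 active means superoxide response under a set limit, about three screen SD below normal, cut at about 65% in these data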;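 further: yeast aged for seven days with compound at 30 °C before DHE staining; 100% = average MFI of all compound-treated wells on the plate with controls excluded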
PP1 counter – blocks human PP1-alpha phosphatase, a PP5 counter-screen; P62136; purified PP1alpha, OMFP fluorescence; inhibition, % at 6.7 µM; actives 0.9% (n = 320,000);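 active means inhibition above the mean inhibition of all tested compounds plus 3 SD, computed separately for each screening campaign, cut at about 15% in these data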
Numbers without * were called inactive; . = no result given; & = joins results of further samples. Not a hit list. About 3.1% of those tested had a hit in this group.

SMILES | HCV core dimer | CTSL1 counter | ZTA counter | PP5 inh | EBNA-1 inh | TPT1 inhibitor | GASC-1 inh | CR mimetic SO | PP1 counter
CN(C1CC(C)(C)N(O)C(C)(C)C1)S(=O)(=O)CC12CCC(CC1=O)C2(C)C (configuration not stated) | 12 | -2 | 7 | -5.9 | -2 | -2 | 1 | 99 | -1
COc1ccc(C(=O)N/C(=C\c2cccs2)c2nc3ccccc3[nH]2)cc1OC | -26 | 3 | 9 | 0.7 | -9 | -4 | 6 | 99 | -4
O=C(CN1C(=O)c2ccccc2C1=O)N1CCN(C(=O)c2ccco2)CC1 | 4 | -2 | 6 | -0.8 | -7 | -5 | -11 | 96 | -1
COc1ccc(C2(C(=O)NCCCN(C)C)CCOCC2)cc1 | 2 | -4 | 1 | 2.7 | 2 | 1 | -16 | 106 | -1
O=C(Nc1cccnc1Cl)c1noc2c1CCc1ccccc1-2 | 1 | -1 | 11 | 1.3 | 8 | 0 | -4 | 102 | 1
CCc1ccc(NC(=O)C(=S)NC2CCCCC2)cc1 | -3 | -1 | -7 | 1.8 | 5 | -6 | -4 | 87 | 2
CC(C)c1ccc2nc(SCC(=O)NCC3CCCO3)c(C#N)cc2c1 (configuration not stated) | 2 | -1 | 13 | 3.1 | 2 | 3 | 2 | 91 | 3
O=C(Nc1ccc(N2CCOCC2)c(Cl)c1)c1ccc(-n2cnnc2)cc1 | -6 | -7 | 1 | 5.3 | -7 | 2 | 3 | 108 | -2
COc1ccc(OC)c(NC(=O)C2=C(C)Nc3ncnn3C2c2cccs2)c1 (configuration not stated) | -3 | 0 | 8 | 1.7 | 12 | -3 | -1 | 103 | -3
C/C(=N\NC(=O)Nc1ccccc1)c1ccccc1 | -1 | 0 | -3 | 1.5 | 1 | -2 | 4 | 94 | -3
COc1cccc(Nc2nc3ccccc3n2C(C)C)c1 | 4 | -1 | 12 | 0.2 | 5 | 0 | 3 | 85 | -1
COc1ccc(CCNC(=O)CN2C(=O)c3ccccc3S2(=O)=O)cc1 | -4 | -6 | -5 | -1.7 | 0 | 3 | 1&9 | 96 | -4
Cc1ccc(-c2nc(CS(=O)CC(=O)NCc3ccco3)c(C)o2)cc1 (configuration not stated) | -3 | -5 | 15 | 1.9 | -6 | -3 | 6 | 96 | 1
CCOC(=O)c1cncc(O)c1 | -3 | -5 | 4 | -0.9 | -12 | 0 | 2 | 102 | -3
CC(C)CC(=O)Nc1nnc(S(=O)(=O)Nc2ccccc2)s1 | -5 | -3 | 0 | -0.6 | -15 | 1 | -3 | 93 | 0
COc1ccc(S(=O)(=O)N2CCCCCC2)cc1C(=O)OCC(=O)NCC(C)C | -2 | 0 | 14 | -1.7 | 1 | -2 | -14 | 100 | -3
FC(F)(F)c1cccc(Cn2cnc(NC(=S)NCCc3ccccc3)n2)c1 | 3 | 4 | -7 | -0.5 | -16 | -1 | 18 | 100 | 3
COC(=O)c1ccc(Nc2nc(C)cc(C)n2)cc1 | -2 | 1 | -1 | -2.3 | 5 | -1 | 20 | 106 | -4
CC(C)(C)S(=O)(=O)Cc1nc(-c2ccc(Cl)c(Cl)c2)cs1 | -1 | -1 | -1 | 1.0 | 5 | -3 | -1 | 92 | -2
CCOC(=O)C[N+]1(C)CCN(C(C)=O)CC1 | 1 | -3 | -18 | -1.0 | 2 | 0 | 5 | 106 | 6
O=c1cc(N2CCN(c3ccccc3)CC2)[nH]c(=O)n1C1CCCCC1 | 2 | 5 | -4 | -1.2 | -13 | 1 | 1 | 103 | -1
COc1ccc(S(=O)(=O)N2CCCCC2)cc1NC(=O)CCCOc1ccc(C)cc1 | . | . | 6 | 4.3 | . | . | 9 | 77 | 4
CC(C)(C)c1cc(NS(=O)(=O)c2ccc(Br)s2)no1 | 18 | 12 | -5 | -0.6 | 0 | -1 | -8 | 115 | -6
Cc1ccc(NC(=O)CCC(=O)NNC(=O)NC23CC4CC(CC(C4)C2)C3)cc1C | -9 | 6 | 4 | 2.1 | -3 | -2 | 6 | 103 | 10
CCC(=O)Nc1c(C)cc(C)cc1Cl | 0 | 2 | 8 | -0.7 | -9 | 0 | 0 | 105 | -3

5 compounds from above, sorted by the number in HCV core dimer, falling:
compound | HCV core dimer
O=C(CN1C(=O)c2ccccc2C1=O)N1CCN(C(=O)c2ccco2)CC1 | 4
O=c1cc(N2CCN(c3ccccc3)CC2)[nH]c(=O)n1C1CCCCC1 | 2
COC(=O)c1ccc(Nc2nc(C)cc(C)n2)cc1 | -2
COc1ccc(CCNC(=O)CN2C(=O)c3ccccc3S2(=O)=O)cc1 | -4
CC(C)CC(=O)Nc1nnc(S(=O)(=O)Nc2ccccc2)s1 | -5

Reprinted at random: three compounds from above, in no set order.
SMILES | HCV core dimer | CTSL1 counter | ZTA counter | PP5 inh | EBNA-1 inh | TPT1 inhibitor | GASC-1 inh | CR mimetic SO | PP1 counter
COC(=O)c1ccc(Nc2nc(C)cc(C)n2)cc1 | -2 | 1 | -1 | -2.3 | 5 | -1 | 20 | 106 | -4
COc1ccc(C(=O)N/C(=C\c2cccs2)c2nc3ccccc3[nH]2)cc1OC | -26 | 3 | 9 | 0.7 | -9 | -4 | 6 | 99 | -4
C/C(=N\NC(=O)Nc1ccccc1)c1ccccc1 | -1 | 0 | -3 | 1.5 | 1 | -2 | 4 | 94 | -3

Other structures follow:
SMILES | HCV core dimer | CTSL1 counter | ZTA counter | PP5 inh | EBNA-1 inh | TPT1 inhibitor | GASC-1 inh | CR mimetic SO | PP1 counter
Brc1ccc(C2=CC(c3ccco3)n3nnnc3N2)cc1 (configuration not stated) | 7 | 1 | -2 | 1.6 | 9 | 1 | -2 | 73 | -1
Cc1cc(SCc2ccc([N+](=O)[O-])cc2)nc(=O)[nH]1 | 38 | -4 | -8 | -4.7 | -20 | 4 | -16 | 86 | -8
CCN(CC)S(=O)(=O)c1ccc(NC(=O)c2cc(=O)[nH]c3ccccc23)cc1 | 0 | 0 | -4 | -0.4 | -9 | 3 | 18 | 96 | -1
COc1ccc(NC(=O)c2cccc(N3C(=O)c4cccc([N+](=O)[O-])c4C3=O)c2)cc1 | 7 | 1 | 6 | 1.2 | 6 | -3 | -1 | 99 | -2
Cn1cccc1C(=O)OCC(=O)c1cc2ccccc2o1 | 12 | 7 | -3 | 3.6 | 1 | 12 | -14 | 108 | -1
CCCCC(CC)C(=O)Nc1cccc(SC)c1 (configuration not stated) | -2 | 2 | -5 | 1.6 | 2 | -6 | 3 | 97 | 1
CCn1cc(C(=O)NC(C)C23CC4CC(CC(C4)C2)C3)cn1 (configuration not stated) | 7 | 0 | 15 | 0.9 | 1 | 0 | -3 | 102 | -2
CC(C)(C)c1ccc(S(=O)(=O)n2c(CN3CCOCC3)nc3ccccc32)cc1 | 1 | 0 | -11 | -0.8 | 6 | -3 | 1 | 85 | 0
CC1(C)CC(=O)N(CC(=O)NCc2ccccc2)c2ccccc2S1(=O)=O | 1 | -1 | -4 | 0.2 | 0 | -1 | 13 | 98 | -5
C/C(=N\Nc1nc(N2CCCCC2)nc(N2CCOCC2)n1)c1ccccc1O | -6 | 5 | 16 | 2.4 | 15 | -2 | 9 | 93 | 1
COc1ccc(C2/C(=C(/O)c3ccccc3)C(=O)C(=O)N2CO)cc1 (configuration not stated) | 0 | 1 | -6 | 0.7 | -8 | 4 | 6 | 92 | 0
Cc1c(C(=O)N2CCCC2)c(S(=O)(=O)N2CCCCC2)c(C)n1C | -9 | -3 | -6 | 0.8 | -19 | 1 | -15 | 104 | -3
O=C(O)[C@@H]1CCCC[C@@H]1C(=O)N1CCc2ccccc2C1CN1C(=O)c2ccccc2C1=O (some centres not stated) | 5 | 1 | 7 | 1.1 | 0 | 2 | -3 | 98 | -4
O=C(NCc1ccco1)c1cccn2c(=O)c3sccc3nc12 | 13 | 0 | 9 | 0.0 | 11 | -5 | -2 | 87 | 2
CC(=O)N1N=C(c2ccc([N+](=O)[O-])cc2)CC1c1ccccc1Cl (configuration not stated) | 12 | 6 | -12 | 5.4 | -5 | -5 | -9 | 98 | 3
COCCN(C(=O)CCC(=O)Nc1cc(C)on1)C(C(=O)NC1CCCC1)c1ccccc1C (configuration not stated) | 7 | 2 | 10 | -1.2 | -9 | 1 | -7 | 98 | -3
COc1ccc(NC(=S)Nc2ccc(S(=O)(=O)N3CCOCC3)cc2)c(OC)c1 | -21 | -1 | -13 | 0.0 | -9 | -3 | -3 | 95 | -4
C/C(=N\Nc1ccc(S(N)(=O)=O)cc1[N+](=O)[O-])c1ccco1 | -10 | 3 | -16 | 6.3 | -6 | 0 | 5 | 97 | -1
COCCN1C(=O)CC(NNC(=O)c2ccc(S(=O)(=O)N3CCCC3)cc2)C1=O (configuration not stated) | 1 | -1 | 1 | -2.6 | 12 | -3 | 18 | 98 | -2
Cc1cc(C)c2cc(CN(CCN(C)C)C(=O)Nc3ccccc3Cl)c(=O)[nH]c2c1 | 3 | 3 | 6 | -4.3 | -16 | 1 | . | 108 | 4
NCCCC[C@H](NC(=O)C1CCNCC1)c1nnc([C@@H](N)Cc2ccc(O)cc2)o1 | -2 | -4 | -8 | 0.9 | -3 | -3 | 1 | . | -1
COc1cc(S(=O)(=O)NCC2COCCO2)ccc1-n1cnnn1 (configuration not stated) | -3 | 1 | 9 | 0.0 | 3 | 2 | 22 | 99 | -3
O=C(O)COc1ccc(/C=N/O)cc1Br | 0 | 1 | 0 | -2.6 | -11 | 1 | 14 | 100 | -3
CC(=O)c1cccc(NC(=O)N2CCCC2C(=O)Nc2ccccc2C)c1 (configuration not stated) | -6 | -1 | 5 | -2.8 | 3 | -2 | 4 | 103 | 1
CN1CCN(C(=O)c2cnn3c(C(F)(F)F)cc(-c4ccc5c(c4)OCO5)nc23)CC1 | 3 | 2 | 5 | 1.3 | -2 | -4 | -12 | 114 | -2
Cc1nonc1CN(C)C(=O)CC1C(=O)NCCN1Cc1c(F)cccc1Cl (configuration not stated) | 4 | 6 | 7 | 0.5 | 8 | 1 | 0 | 98 | 1
O=C(N/N=C/c1ccc(N2CCOCC2)o1)c1cccc(C(F)(F)F)c1 | -17 | 2 | -3 | 0.2 | 8 | -2 | 12 | 89 | -1
Cc1ccccc1N1C(=O)CC(Sc2nnc(-c3ccccc3)o2)C1=O (configuration not stated) | 1 | 0 | -9 | 0.5 | -7 | 0 | -7 | 90 | 1

Results in PP1 counter and ZTA counter, for 7 of the compounds above:
compound	PP1 counter	ZTA counter
CN1CCN(C(=O)c2cnn3c(C(F)(F)F)cc(-c4ccc5c(c4)OCO5)nc23)CC1	-2	5
COc1ccc(C2/C(=C(/O)c3ccccc3)C(=O)C(=O)N2CO)cc1 (configuration not stated)	0	-6
CC(=O)c1cccc(NC(=O)N2CCCC2C(=O)Nc2ccccc2C)c1 (configuration not stated)	1	5
Cc1ccccc1N1C(=O)CC(Sc2nnc(-c3ccccc3)o2)C1=O (configuration not stated)	1	-9
COCCN(C(=O)CCC(=O)Nc1cc(C)on1)C(C(=O)NC1CCCC1)c1ccccc1C (configuration not stated)	-3	10
O=C(N/N=C/c1ccc(N2CCOCC2)o1)c1cccc(C(F)(F)F)c1	-1	-3
C/C(=N\Nc1nc(N2CCCCC2)nc(N2CCOCC2)n1)c1ccccc1O	1	16

High-throughput results as filed in PubChem BioAssay.
